aSyn tox rescue – alpha-synuclein toxicity suppression in yeast; AID 1347070; Potency, µM (titrated, usually from 46.1 µM), inactives show top-dose growth rescue (activation), actives largely listed as activators; hit rate 0.02% among 94,000; S. cerevisiae alpha-synuclein toxicity rescue, BacTiter-Glo growth, 24 h; active = well fitted activation curve with a large enough effect; note: 0% is about no effect
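Growth restoration measured by BacTiter-Glo luminescence after 24 hr at 30 deg C; alpha-synuclein yeast, raffinose-pregrown to mid-log, were added at OD600=0.02 in galactose medium onto pinned compounds.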
* marks the source's active call; other numbers are inactive results. Potency is the fitted concentration of half-maximal effect. The list is partial; rates above refer to the full screens.

CCOc1ccc(C2c3c(oc4ccc(C)cc4c3=O)C(=O)N2CCCN2CCOCC2)cc1 (configuration not stated) was read as aSyn tox rescue -5.2%.
Cn1cc(S(=O)(=O)NCc2ccc(Cl)cc2)c(=O)n(C)c1=O was read as aSyn tox rescue -2.8%.
For Cc1cccc(C(=O)N2CCNC(=O)C2CC(=O)Nc2ccc(F)cc2)c1 (configuration not stated) the results were aSyn tox rescue 4.0%.
For O=C1CC(c2cccc(Cl)c2)CC(O)=C1C=Nc1ccccc1 (configuration not stated) the results were aSyn tox rescue 2.4%.
For O=C(CSc1nnc(-c2ccccn2)o1)Nc1ccccc1C(F)(F)F the results were aSyn tox rescue 0.3%.
CCn1c(SCC(=O)NNC(=O)c2ccccc2)nnc1-c1ccco1 was read as aSyn tox rescue -11.8%.
For Cc1ccc(-n2c(=O)c3c(c4cc(C)ccc4n3C)n(CC(=O)NCCC3=CCCCC3)c2=O)cc1 the results were aSyn tox rescue -7.4%.
`CC1=C(C(=O)N2CCOCC2)CC(CC(=O)NCC2CCCCC2)C(=O)N1Cc1ccccc1` (configuration not stated) gave aSyn tox rescue 7.6%.
Screening COc1cc2c(cc1OC)CN(C(=O)Nc1ccccc1)CC2 returned aSyn tox rescue -2.7%.
For CC1CCCCN1c1cc2c(cc1F)c(=O)c(S(=O)(=O)c1ccccc1)cn2Cc1ccccc1 (configuration not stated) the results were aSyn tox rescue 5.4%.

Next part; it opens with the three that closed the last part.
`CC1=C(C(=O)N2CCOCC2)CC(CC(=O)NCC2CCCCC2)C(=O)N1Cc1ccccc1` (configuration not stated) gave aSyn tox rescue 7.6%.
Screening COc1cc2c(cc1OC)CN(C(=O)Nc1ccccc1)CC2 returned aSyn tox rescue -2.7%.
For CC1CCCCN1c1cc2c(cc1F)c(=O)c(S(=O)(=O)c1ccccc1)cn2Cc1ccccc1 (configuration not stated) the results were aSyn tox rescue 5.4%.
Screening Cc1cccc(C)c1NC(=O)c1csc2c1CCCC2 returned aSyn tox rescue -3.2%.
`COc1ccc(-c2nc3n(n2)C(c2ccc(O)cc2)C(C(=O)Nc2cccnc2)=C(C)N3)cc1OC` (configuration not stated) gave aSyn tox rescue 2.8%.
For Cc1cc(C)c2c(-n3cccc3)c(C(=O)NCCc3ccc(Cl)cc3)sc2n1 the results were aSyn tox rescue 1.7%.
For COc1ccccc1NS(=O)(=O)c1cc(NC(=O)c2ccncc2)ccc1N1CCCC1 the results were aSyn tox rescue -0.4%.
Screening CCCCn1c(N)c(N(CC(C)C)C(=O)c2ccc(S(=O)(=O)N3CCCCC3)cc2)c(=O)[nH]c1=O returned aSyn tox rescue -7.0%.
Screening Cn1cccc1/C=N/NC(=O)c1ccco1 returned aSyn tox rescue 3.0%.
O=C(COC(=O)c1ccc(O)cc1)NC1CCCCCCC1 was read as aSyn tox rescue -9.6%.
For COCCN(C(=O)CSc1nnc(-c2cccc(F)c2)n1N)c1c(N)n(Cc2ccccc2)c(=O)[nH]c1=O the results were aSyn tox rescue 5.0%.
Screening O=C1CN(C(=O)Nc2ccccc2Cl)C(c2ccccc2)c2c(sc3c2CCCC3)N1 (configuration not stated) returned aSyn tox rescue -10.3%.
COc1nc(-c2ccccc2)nc(C)c1CC(=O)O was read as aSyn tox rescue 6.3%.

Next part, overlapping the part above by 4 compounds.
O=C(COC(=O)c1ccc(O)cc1)NC1CCCCCCC1 was read as aSyn tox rescue -9.6%.
For COCCN(C(=O)CSc1nnc(-c2cccc(F)c2)n1N)c1c(N)n(Cc2ccccc2)c(=O)[nH]c1=O the results were aSyn tox rescue 5.0%.
Screening O=C1CN(C(=O)Nc2ccccc2Cl)C(c2ccccc2)c2c(sc3c2CCCC3)N1 (configuration not stated) returned aSyn tox rescue -10.3%.
COc1nc(-c2ccccc2)nc(C)c1CC(=O)O was read as aSyn tox rescue 6.3%.
COc1cc(-c2cc3nc4ccccc4n3c(N)c2C#N)cc(OC)c1OC was read as aSyn tox rescue -9.8%.
Screening Cc1ccc2c(c1)C(=O)OC(C(=O)Nc1ccc(C(=O)O)cc1)C2 (configuration not stated) returned aSyn tox rescue -5.4%.
Screening COc1cc(/C=N/Nc2nc3ccccc3s2)ccc1O returned aSyn tox rescue -6.3%.
Screening CCCn1c2ccccc2c2cnn(CC(=O)N(C)c3ccc(F)cc3)c(=O)c21 returned aSyn tox rescue -3.8%.
COC(=O)c1c(SCC(=O)Nc2cccc(C(F)(F)F)c2)[nH]c2ccccc2c1=O was read as aSyn tox rescue -13.8%.
Screening Cc1ccc(NC(=O)C(C)C(=O)Nc2ccc(C)cc2)cc1 returned aSyn tox rescue 2.1%.
For COc1ccc(C(CNC(=O)c2ccc(-c3ccccc3Cl)o2)N2CCCC2)cc1 (configuration not stated) the results were aSyn tox rescue 3.2%.
Screening CCOc1ccccc1Nc1nc2ccccc2nc1NS(=O)(=O)c1ccc(Cl)cc1 returned aSyn tox rescue -6.2%.
Cc1ccc(CNC(=O)C2CCN(S(=O)(=O)c3cc(-c4noc(C)n4)ccc3C)CC2)cc1 was read as aSyn tox rescue -6.8%.
`CCOc1ccc2nc(N3CCCC(C(=O)Nc4cc(C)ccc4C)C3)sc2c1` (configuration not stated) gave aSyn tox rescue -2.4%.

An excerpt from above in order of number of heavy atoms, falling.
COC(=O)c1c(SCC(=O)Nc2cccc(C(F)(F)F)c2)[nH]c2ccccc2c1=O was read as aSyn tox rescue -13.8%.
`CCOc1ccc2nc(N3CCCC(C(=O)Nc4cc(C)ccc4C)C3)sc2c1` (configuration not stated) gave aSyn tox rescue -2.4%.
Screening Cc1ccc(NC(=O)C(C)C(=O)Nc2ccc(C)cc2)cc1 returned aSyn tox rescue 2.1%.

More entries follow.
`COc1ccc(Cn2c(C(=O)O)c(CNC3CCCCCC3)c3ccc(OC)cc32)cc1` gave aSyn tox rescue -10.1%.
`Cc1cccc(C)c1-n1ncc(C(=O)N2CCN(c3ccccc3)CC2)c1C1CCN(C(=O)OC(C)(C)C)CC1` gave aSyn tox rescue 4.4%.
Screening COCCNC(=O)Cn1nc(-c2ccc(Cl)cc2)c2ccccc2c1=O returned aSyn tox rescue 5.4%.
Screening COc1ccc(NC(=O)CS(=O)(=O)c2cn(CC(=O)N3CCOCC3)c3ccccc23)cc1 returned aSyn tox rescue -2.8%.
`COc1ccc2c(Sc3ccccc3)c(C(=O)NCCN(C)C)[nH]c2c1` gave aSyn tox rescue 7.6%.
For Cc1ccccc1NC(=O)C(C)OC(=O)c1ccccc1C(=O)N(C)c1ccccc1 (configuration not stated) the results were aSyn tox rescue -9.2%.
`CN(C(=O)COC(=O)/C=C/c1ccccc1)C1CCS(=O)(=O)C1` (configuration not stated) gave aSyn tox rescue -6.6%.
For Cc1ccc(NC(=O)CCSc2nc(-c3ccc4c(c3)OCO4)cc(C(F)(F)F)n2)cc1 the results were aSyn tox rescue -44.8%.
COC(=O)c1ccccc1NC1c2ccccc2C(=O)N1c1cccnc1 (configuration not stated) was read as aSyn tox rescue -11.2%.
O=C(NCCc1csc(-c2cccnc2)n1)c1ccc(Cl)cc1 was read as aSyn tox rescue -5.4%.
For Cn1nc(N)c2ncc(-c3ccc(Cl)cc3)nc21 the results were aSyn tox rescue -2.6%.
For CN(CC(=O)Nc1ccc(F)cc1)C(=O)CCc1nc2sc3c(c2c(=O)[nH]1)CCCC3 the results were aSyn tox rescue -2.3%.
For Cc1cc(=O)n(CC(=O)N2CCN(c3ccc(F)cc3)CC2)c2c1c(C)nn2C the results were aSyn tox rescue 2.3%.
COc1ccc(-c2nnn(CC(=O)N(CC(=O)NC3CCCC3)c3ccccc3F)n2)cc1OC was read as aSyn tox rescue -4.0%.
COc1cccc(NC(=O)Cn2c(=O)n(CCCCC(=O)NCc3ccc4c(c3)OCO4)c(=O)c3ccccc32)c1 was read as aSyn tox rescue 6.8%.
CCCCN(CC)C(=O)Cn1ncc2c3ccccc3n(CCC)c2c1=O was read as aSyn tox rescue 4.0%.
`Cc1cccc(S(=O)(=O)c2cn(C)c3cc(N4CCCCCC4)c(F)cc3c2=O)c1` gave aSyn tox rescue -0.8%.
Screening CCc1ccc(CNC(=O)CCn2c(=O)c3cccn3c3ccc(F)cc32)cc1 returned aSyn tox rescue 15.7%.
For NS(=O)(=O)c1ccc(NC(=O)c2ccc3c(c2)CCN3S(=O)(=O)c2ccccc2)cc1 the results were aSyn tox rescue 5.9%.
Screening O=C(Nc1cccc(C(F)(F)F)c1)c1cc2nc(-c3ccco3)cc(C(F)(F)Cl)n2n1 returned aSyn tox rescue 2.4%.
For Cc1c(C(=O)N2CCC(Cc3ccccc3)CC2)cccc1[N+](=O)[O-] the results were aSyn tox rescue 15.9%.
For CCC1NC(=O)c2cccnc2-n2c1nc1ccc(OC)cc1c2=O (configuration not stated) the results were aSyn tox rescue -13.2%.
CN(C)C(=O)c1ccc(Nc2ncnc3sc4c(c23)CCCCC4)cc1 was read as aSyn tox rescue 8.1%.
Screening Cc1cc(C)cc(NC(=O)N2CCC(C(N)=O)(N3CCCCC3)CC2)c1 returned aSyn tox rescue -1.1%.
Screening CCCOc1ccccc1/C=C(\C#N)C(=O)Nc1cccnc1 returned aSyn tox rescue -9.4%.
Screening O=C(CSc1nc(=O)[nH]c2c1CCCC2)NCc1ccc(Cl)cc1 returned aSyn tox rescue -2.3%.
`Cc1cc(=O)[nH]c2nnc(SCC(=O)Nc3cc(C(F)(F)F)ccc3Cl)n12` gave aSyn tox rescue -11.1%.
CCCCOC(=O)c1ccc(NC(=O)c2ccc3c(c2)CCN3S(C)(=O)=O)cc1 was read as aSyn tox rescue -0.6%.
For CCOc1ccc(C(=O)Nc2ccc(-c3nnc4n3CCCCC4)cc2)cc1OCC the results were aSyn tox rescue -4.0%.
For Cc1ccc(CNS(=O)(=O)c2ccc(-c3cc(C(F)(F)F)on3)s2)cc1 the results were aSyn tox rescue -6.0%.
For COC(=O)C1=C(c2ccccc2)c2ccccc2S(=O)(=O)N1CC(=O)Nc1ccc(OC)cc1OC the results were aSyn tox rescue 8.5%.
Screening CCCNC(=O)CSc1nc2ccccc2nc1Cc1ccc(Cl)cc1 returned aSyn tox rescue -0.4%.
CC(C)(C)c1ccc(OCCCC(=O)NNC(=O)c2ccccc2O)cc1 was read as aSyn tox rescue -5.2%.
Screening CSc1nc(NCC(C)O)c2c3c(sc2n1)CN(C)CC3 (configuration not stated) returned aSyn tox rescue -1.4%.
For CCCCCN1C(C(=O)c2ccccc2)=C(NC(=O)c2ccc(OC)cc2)c2ccccc2S1(=O)=O the results were aSyn tox rescue 2.2%.
For COC(=O)n1c(=O)oc2ccc(S(=O)(=O)N3CCCCC3)cc21 the results were aSyn tox rescue 16.2%.
`CC(C)CNC(=S)NC(=O)c1ccccc1Cl` gave aSyn tox rescue -2.6%.
For COc1ccc(NC(=O)C(C)n2c(C)c3cnn(-c4ccccc4)c(=O)c3c2C)cc1Cl (configuration not stated) the results were aSyn tox rescue -2.1%.
O=c1c2ccccc2nc(-c2ccc(Cl)cc2Cl)n1O was read as aSyn tox rescue 6.2%.
Screening COc1ccc(C(=O)Nc2ccc(NC(=O)C3CCCCC3)nc2)cc1 returned aSyn tox rescue -3.7%.
`COc1ccc(Nc2cc(C)c3cc(NC(=O)Cc4c(F)cccc4Cl)ccc3n2)cc1` gave aSyn tox rescue -14.9%.
Cc1cc(C)cc(NC(=O)Nc2c[nH]c(=O)[nH]c2=O)c1 was read as aSyn tox rescue 3.5%.
For O=C(NCc1nc2ccccc2[nH]1)c1c(F)c(F)c(F)c(F)c1F the results were aSyn tox rescue 0.3%.
O=C(COc1ccccc1)NNc1nc2c(F)cc(F)cc2s1 was read as aSyn tox rescue -5.2%.
CCOC(=O)c1c(C)oc2nc(C)nc(NCC3CCN(Cc4cccc(C)c4)CC3)c12 was read as aSyn tox rescue 0.0%.
Screening Cc1ccc(C)c(S(=O)(=O)c2nnn3c2nc(N2CCN(C)CC2)c2sccc23)c1 returned aSyn tox rescue -1.8%.
For CCOc1ccccc1NC(=O)Cn1nc2c3cc(F)ccc3n(Cc3cccc(C)c3)cc-2c1=O the results were aSyn tox rescue -10.9%.
For CCOC(=O)C1(CC2CCCCO2)CCN(C(=O)Nc2cccc(SC)c2)CC1 (configuration not stated) the results were aSyn tox rescue -10.3%.
Screening COc1ccc(C)cc1NC(=O)c1oc2ccc(S(=O)(=O)N(C)C3CCCCC3)cc2c1C returned aSyn tox rescue 5.2%.
`O=C(NCCc1cccc(F)c1)C1CCCN(c2nc3ccccc3s2)C1` (configuration not stated) gave aSyn tox rescue -1.5%.
For COC(=O)c1sccc1S(=O)(=O)N(CC(=O)Nc1ccc(C)c(F)c1)c1ccc(C)c(C)c1 the results were aSyn tox rescue 8.9%.
Cc1cc(-c2ccc(C)c(S(=O)(=O)NCC3CCN(Cc4ccccc4F)CC3)c2)on1 was read as aSyn tox rescue -8.2%.
O=C(O)/C(=C\c1ccc(Br)cc1)NC(=O)c1cccs1 was read as aSyn tox rescue -11.3%.
Screening O=C(Cc1ccccc1)Nc1ccccc1C(=O)Nc1ccc(C(=O)O)cc1 returned aSyn tox rescue -3.0%.
For O=C(Nc1ccc(S(=O)(=O)Nc2nccs2)cc1)c1cc(=O)[nH]c2ccccc12 the results were aSyn tox rescue -4.4%.
Screening CCCc1nnc(NC(=O)c2cc3ccccc3o2)s1 returned aSyn tox rescue -2.1%.
`CC(C)Cc1ccc(C(C)C(N)=Nc2ccc(O)cc2)cc1` (configuration not stated) gave aSyn tox rescue 5.2%.
For Cc1ccc(CNC(=O)CCCc2nc3ccccc3s2)cc1 the results were aSyn tox rescue -10.2%.
Screening Cc1cccc2c(=O)cc(CSc3ccccc3NC(=O)c3cccc(F)c3)[nH]c12 returned aSyn tox rescue 6.8%.
Screening COc1cccc(C(=O)N2c3cc(C)ccc3C(C)(c3ccccc3)CC2(C)C)c1 (configuration not stated) returned aSyn tox rescue 5.2%.
CC(CNC(=O)c1ccc(Cn2c(=O)c3cccn3c3cccnc32)cc1)c1ccccc1 (configuration not stated) was read as aSyn tox rescue 6.0%.
`CN(C)c1ccc(S(=O)(=O)NCC(=O)NCC2CCCCC2)cc1[N+](=O)[O-]` gave aSyn tox rescue 0.8%.
For COCCNC(=O)CCN1C(=O)c2cccnc2Oc2ccc(C)cc21 the results were aSyn tox rescue 5.3%.

Source: PubChem BioAssay (National Center for Advancing Translational Sciences (NCATS))
